Mdm2 ligase inh = inhibitors of human Mdm2 E3 ubiquitin ligase. cell-based MDM2 ubiquitination luciferase reporter, 2 h; 0 = plate control, 100 = twice control, blank-subtracted. signal enhancement, % at 5 µM. hit rate 0.11% among 210,000;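 active = signal enhancement of 30% or more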;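 note: luminescence tracks abundance of the self-degrading MDM2-luciferase fusion protein; higher signal means inhibition of MDM2 E3 ligase activity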
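Timing – 2 h compound exposure at 37 °C · Assay system – mammalian cells stably expressing self-ubiquitinating, self-degrading MDM2 E3–luciferase fusion · Amount – 2000 cells seeded into each well · Measure – % luminescence enhancement versus blank-corrected plate control mean · Measured by – SteadyLite luminescence, 15 min reagent step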
Runt-SMMHC FRET = blocks binding of human RUNX1 Runt domain to CBFb-SMMHC; Cerulean-Runt/Venus-CBFb-SMMHC FRET ratio 530/480, 1 h; inhibition, % at 20 µM; hit rate 0.74% among 220,000; AID 1434;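 active = mean inhibition across duplicate retests at 20 µM reaching about 50%, limit read from the data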;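 note: 0% = DMSO wells and 100% = wells with excess untagged CBFb-SMMHC; inhibitors lower the FRET ratio by blocking Runt binding to CBFb-SMMHC; some results filed as inactive read as strong as hits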
Runt-CBFb FRET = blocks binding of human RUNX1 Runt domain to CBFb. AID 1496. Cerulean-Runt/Venus-CBFb FRET ratio 530/480, 1 h. hit rate 0.46% among 220,000. inhibition, % at 20 µM;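 active = inhibition over about 50% at 20 µM in the single-dose screen, limit read from the data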;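 note: 0% = DMSO wells and 100% = excess unlabeled CBFb competitor control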
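System: Cerulean-labeled Runt domain protein | Quantity: 100 nM of each labeled protein | Schedule: 1 h compound exposure, room temperature | Detection: Fluorescence energy transfer, 422 nm excitation, 530/480 nm emission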
14-3-3 Bad inh = disrupts binding of bovine 14-3-3 zeta to phospho-Bad peptide. AID 781. TR-FRET 14-3-3zeta/Dy647-pBad peptide displacement, 1 h. inhibition, % at 21.7 µM. hit rate 0.71% among 220,000. P63103;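 active = inhibition above about 70%, limit read from the data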;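 note: 0% = full 14-3-3 plus peptide FRET controls and 100% = background without 14-3-3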
Target sequence (P63103 whole entry, looked up): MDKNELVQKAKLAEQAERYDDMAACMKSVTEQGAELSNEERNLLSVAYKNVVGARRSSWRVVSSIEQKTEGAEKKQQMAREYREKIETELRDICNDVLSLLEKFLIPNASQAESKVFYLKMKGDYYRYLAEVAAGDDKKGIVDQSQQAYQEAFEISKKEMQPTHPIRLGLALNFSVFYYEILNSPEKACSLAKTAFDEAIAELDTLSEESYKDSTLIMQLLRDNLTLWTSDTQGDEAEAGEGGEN
p47phox inh = p47phox (human) inhibition | P14598 | p47phox/p22phox peptide binding, fluorescence polarization, 2 h | hit rate 0.53% among 220,000 | inhibition, % at 24.7 µM;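 active = inhibition above about 30%, limit read from the data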;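 note: 0% = p47phox with labelled peptide and 100% = labelled peptide alone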
Target sequence (P14598 whole entry, looked up): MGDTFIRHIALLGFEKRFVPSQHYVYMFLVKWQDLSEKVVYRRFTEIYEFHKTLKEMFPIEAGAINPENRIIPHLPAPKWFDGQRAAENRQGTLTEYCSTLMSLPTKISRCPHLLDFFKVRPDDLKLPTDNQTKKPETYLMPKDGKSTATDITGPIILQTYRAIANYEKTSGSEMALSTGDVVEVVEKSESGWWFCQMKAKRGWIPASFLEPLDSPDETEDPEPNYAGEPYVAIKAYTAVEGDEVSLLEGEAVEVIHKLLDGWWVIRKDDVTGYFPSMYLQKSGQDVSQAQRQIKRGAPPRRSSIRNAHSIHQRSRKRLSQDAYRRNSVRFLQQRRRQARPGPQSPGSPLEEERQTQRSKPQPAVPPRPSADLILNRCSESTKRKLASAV
zVAD death inh = blocks zVAD induced death of L929 cells | L929 zVAD necroptosis rescue, ATP luminescence, 24 h; with zVAD 60 µM | viability rescue, % at 10 µM | hit rate 0.38% among 220,000;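 active = activation, scaled between plate controls, above about 75%, limit read from the data; inactive = activation under that limit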;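 note: 0% = zVAD with DMSO and 100% = DMSO alone without zVAD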
Hck-Nef inh = inhibitors of human Hck kinase activated by Nef | Recombinant Hck-YEEI plus Nef, Z-Lyte FRET kinase assay | inhibition, % at 20 µM | hit rate 0.68% among 220,000;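 active = Hck-Nef kinase inhibition above about 50%, limit read from the data; inactive = inhibition below that limit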;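 note: 0% = DMSO with Hck plus Nef and 100% = Hck alone without Nef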
Tb hexokinase = blocks Trypanosoma brucei hexokinase 1 activity. recombinant TbHK1, G6PDH-coupled NADH A340. inhibition, % at 10 µM. hit rate 0.11% among 220,000. AID 1430;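 active = inhibition of 50% or more in the single-dose primary screen; inactive = inhibition below 50%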
EBV gp42 block = EBV gp42 inhibition; inhibition, % (tested at 21.74 µM); Fluorescence polarization binding assay, mP read-out; Q1HVG2; AID 1085; hit rate 0.42% among 220,000; in the data active = inhibition above about 50%
Target sequence (Q1HVG2 whole entry, looked up): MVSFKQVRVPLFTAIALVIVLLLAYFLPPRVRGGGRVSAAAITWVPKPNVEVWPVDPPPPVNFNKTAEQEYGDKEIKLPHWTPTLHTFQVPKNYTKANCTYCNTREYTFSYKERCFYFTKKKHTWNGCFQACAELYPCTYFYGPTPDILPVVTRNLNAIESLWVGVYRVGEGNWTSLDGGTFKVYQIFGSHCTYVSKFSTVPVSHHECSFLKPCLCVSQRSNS
* marks the source's active call; other numbers are inactive results; / = not tested or not shown; [ ] = another dose, or the depositor's remark. Rows were taken by chance; 3.2% or so of the library scored in one or more.

Values run as follows: Mdm2 ligase inh | Runt-SMMHC FRET | Runt-CBFb FRET | 14-3-3 Bad inh | p47phox inh | zVAD death inh | Hck-Nef inh | Tb hexokinase | EBV gp42 block
(1) COc1ccc2nc(NC(=O)CSc3nccc(C)n3)sc2c1
→ -3 | 1 | -5 | 8 | 3 | -0.1 | 0 | -2 | -34
(2) CCn1cc(C(=O)NC2CCc3ccccc32)c(=O)c2ccc(C)nc21 (configuration not stated)
→ -7 | -2 | -1 | 21 | -10 | -0.2 | 2 | 7 | -1
(3) Cc1cc(Nc2ccc(F)cc2Cl)n2ncnc2n1
→ 0 | -2 | 2 | 10 | 9 | -0.1 | 3 | -2 | -1
(4) CCOC(=O)c1cnc(SCc2nc(N)nc(Nc3ccc(C)cc3)n2)nc1N
→ 5 | -10 | -3 | -3 | -11 | 0.9 | 1 | -2 | -7
(5) Cn1cnnc1SCC(=O)Nc1ccccc1Oc1ccccc1
→ -7 | -3 | 0 | -7 | 5 | 0.3 | 26 | -2 | -9
(6) CCOC(=O)c1cc2sccc2n1CC(=O)N1CCc2ccccc21
→ 9 | -2 | 0 | 0 | -11 | 0.3 | 1 | 5 | -12
(7) CCCc1cc(=O)n2[nH]c(SCc3ccccc3)nc2n1
→ -13 | 3 | 1 | 34 | -9 | 0.0 | -1 | 1 | -10
(8) Cc1cc(C(=O)COC(=O)c2cccs2)c(C)n1-c1c(C)n(C)n(-c2ccccc2)c1=O
→ -43 | 3 | -1 | -11 | 2 | -0.3 | -1 | -13 | 0
(9) C=CCN(C(=O)c1cccc(S(=O)(=O)N2CCN(C)CC2)c1)c1nc(-c2ccccc2)cs1
→ / | -6 | -2 | -13[fluorescence artefact?] | -19 | 0.0 | 7 | -13 | -24
(10) CC(C)OP(=O)(OC(C)C)C(Nc1ccccc1)c1cccc2c1OCO2 (configuration not stated)
→ -11 | 0 | -3 | 2[fluorescence artefact?] | -7 | -0.8 | -1 | -5 | -9
(11) O=C(Nc1ccccc1)c1ccc(NCc2cccnc2)c(S(=O)(=O)N2CCOCC2)c1
→ 2 | 2 | 1 | -3 | -11 | 0.0 | 0 | -8 | -8
(12) O=C(COC(=O)c1cccc(S(=O)(=O)N2CCCCC2)c1)NC1CCCc2ccccc21 (configuration not stated)
→ -8 | 2 | -2 | 6 | -37 | 1.0 | 3 | 5 | -13
(13) O=C(CCN1CCN(C/C=C/c2ccccc2)CC1)Nc1cccc(F)c1
→ -16 | 0 | -1 | -3 | -5 | 2.0 | 23 | -1 | 2
(14) COc1cc(-c2cc(=O)c3c(O)c(OC)c(OC)c(O)c3o2)ccc1O
→ -11 | 25 | 44 | 9 | -17 | 33 | 67* | -14 | -6
(15) Cc1ccc(C)c(Cn2cnc3c(cnn3C(C)(C)C)c2=O)c1
→ -8 | 2 | 1 | 6 | -6 | 0.2 | 3 | -4 | -8
(16) COc1ccc(C(=O)Nc2cccc(-c3ccc4nncn4n3)c2)cc1OC
→ -4 | 1 | 0 | -4 | -13 | 2.2 | 23 | -5 | -25
(17) Nc1nnc(SCc2ccc3c(c2)OCO3)s1
→ -13 | -1 | 0 | 50 | -2 | 0.1 | -2 | -4 | 1
(18) CCOc1ccc(NC(=O)c2oc3ccccc3c2NC(=O)CC)cc1
→ -14 | -3 | -4 | 10 | -12 | 1.0 | 0 | -14 | 2
(19) CCOC(=O)C1(Cc2ccc(OC)cc2)CCN(C(=O)c2sc(C)nc2C)CC1
→ -11 | 3 | 0 | -4 | -6 | -0.7 | 9 | 4 | -11
(20) Cc1ccc(O)c(C(=O)c2cnn(-c3ccc(S(=O)(=O)N4CCOCC4)cc3[N+](=O)[O-])c2)c1
→ -15 | -2 | -1 | 5 | -9 | 1.5 | 6 | 0 | -17
(21) Cc1cc(Br)ccc1OCCn1ccnc1
→ 1 | 2 | -2 | 8[fluorescence artefact?] | -5 | 0.0 | 2 | 24 | 2
(22) CC(O)c1nc2ccc(Cc3ccc4nc(C(C)O)[nH]c4c3)cc2[nH]1 (configuration not stated)
→ -1 | -17 | -2 | 9 | 12 | -0.3 | 8 | 55* | 14
(23) COc1cc(NC(=O)COc2c(C)cc(C)cc2[N+](=O)[O-])c(OC)cc1Cl
→ -6 | 2 | -2 | -7 | -15 | 0.3 | 1 | -1 | 3
(24) CC(C)(C)c1ccc(CN2N=Nc3ccccc3S2(=O)=O)cc1
→ 6 | -3 | -12 | 9 | 34* | 0.5 | 0 | 9 | -10
(25) COCCOC(=O)c1[nH]c2c(c1C)C(=O)CC(c1ccc(N(C)C)cc1)C2 (configuration not stated)
→ 7 | 5 | 3 | -3 | -15 | 2.1 | 3 | 0 | -15
(26) Cc1cc(NC(=O)COC(=O)COc2ccc3c(c2)CCC3)no1
→ -8 | -1 | 0 | 0 | 1 | 0.3 | -2 | 4 | -13
(27) O=C(c1cc2cc([N+](=O)[O-])ccc2oc1=O)n1cccn1
→ -5 | -1 | -2 | 3 | -5 | 1.8 | 22 | 3 | -11
(28) CCOC(=O)C1CCCN(S(=O)(=O)c2ccc(F)c(C(=O)Nc3ccc(F)c(F)c3)c2)C1 (configuration not stated)
→ -12 | -5 | 2 | -8 | -2 | 0.2 | 2 | 2 | -1
(29) CCOc1cc(/C=N/NC(=O)CN(CCc2ccccc2)S(=O)(=O)c2ccc(NC(C)=O)cc2)ccc1O
→ -5 | 1 | 0 | -6 | -16 | 1.4 | 3 | -16 | 12
(30) COC(=O)C(CCSC)NC(=O)C(NC(=O)C1CCC(C)CC1)C(C)C (configuration not stated)
→ -16 | 2 | 0 | -4 | -7 | -0.5 | 1 | 4 | -7

3 entries out of the list above, ordered by their value in Hck-Nef inh, falling:
entry | mol | Hck-Nef inh
5 | Cn1cnnc1SCC(=O)Nc1ccccc1Oc1ccccc1 | 26
27 | O=C(c1cc2cc([N+](=O)[O-])ccc2oc1=O)n1cccn1 | 22
29 | CCOc1cc(/C=N/NC(=O)CN(CCc2ccccc2)S(=O)(=O)c2ccc(NC(C)=O)cc2)ccc1O | 3

Next section:
Values run as follows: Mdm2 ligase inh | Runt-SMMHC FRET | Runt-CBFb FRET | 14-3-3 Bad inh | p47phox inh | zVAD death inh | Hck-Nef inh | Tb hexokinase | EBV gp42 block
(31) Cc1ccc(S(=O)(=O)N(CC(=O)NCc2ccco2)C2CCCCC2)cc1
→ 1 | 4 | -2 | -4[fluorescence artefact?] | 3 | -0.4 | -11 | -5 | -8
(32) Cc1nc2cc(-c3cccc(F)c3)nn2c(C)c1CCC(=O)N1CCN(c2ccccn2)CC1
→ -6 | -1 | 1 | -1 | 5 | -0.1 | 26 | -10 | -7
(33) COC(=O)/C=C/c1ccc2c(c1)OCO2
→ -14 | 2 | 1 | 2 | -2 | 0.4 | 25 | -30 | -2
(34) CC(=O)NC1CCC(C(=O)O)(c2ccccc2)C1 (configuration not stated)
→ 2 | -4 | -2 | 9 | -10 | 0.1 | -1 | 10 | -11
(35) CC(NC(=O)COC(=O)Cc1ccsc1)c1ccccc1 (configuration not stated)
→ -14 | 1 | 0 | 2[fluorescence artefact?] | 0 | 0.1 | 2 | 3 | -1
(36) O=c1oc(-c2ccco2)nc2c1cnn2-c1ccccc1
→ -4 | 7 | 1 | -1[fluorescence artefact?] | 3 | -0.1 | 0 | 4 | -6
(37) O=C(C[n+]1cc(-c2ccc(Cl)cc2)n2c1CCC2)N1c2ccccc2Sc2ccccc21
→ -6 | 0 | 3 | -5 | -39 | 2.5 | 5 | 11 | -4
(38) COC(=O)C(Cc1ccc(O)cc1)NC(=O)C(CC(=O)OC(C)(C)C)NC(=O)OC(C)(C)C (configuration not stated)
→ 18 | 0 | -2 | -3 | -6 | 0.6 | 5 | -8 | -3
(39) O=C(CSc1nc(N2CCCCC2)nc(N2CCCCC2)n1)N1CCc2ccccc21
→ -13 | -1 | 11 | 6 | -6 | -0.5 | -18 | -12 | -10
(40) CC(C)OCC(O)CN1CCN(CC(O)COc2ccc3c(c2)OCO3)CC1 (configuration not stated)
→ -15 | -4 | 1 | -3 | -9 | 0.4 | 15 | 3 | -15
(41) CC1(C)CC(=O)C/C(=N\NC(=O)Cc2ccccc2)C1
→ 0 | 1 | 3 | -2 | -2 | 0.0 | -2 | 3 | -17
(42) CSc1nncc(/C(C)=N\Nc2ccccc2)n1
→ -13 | -1 | -1 | 69 | -7 | 0.7 | 1 | -1 | -9
(43) COc1cc(OC)cc(-n2nnnc2SCC(=O)Nc2nc3c(s2)CCCC3)c1
→ -23 | 0 | 2 | 4 | -28 | -0.1 | -16 | 14 | -26
(44) C=CCn1c(C)cc(C(=O)CSc2n[nH]c(N)n2)c1C
→ 8 | -1 | 9 | -5 | 1 | -0.2 | 1 | -12 | 1
(45) C/C(=N\NC(=O)CSCc1ccccc1Cl)c1cc(O)ccc1O
→ 5 | 1 | 17 | -2 | -13 | 67 | 18 | -5 | 6
(46) COc1ccc2cc(C(=O)NCc3ccccc3)c(=Nc3ccc(C(=O)O)cc3)oc2c1
→ -7 | -2 | -5 | -11 | -27 | 76* | 37 | -11 | -1
(47) Cc1ccc(NC(=O)c2ccc(-c3nn(C)c(=O)c4ccccc34)cc2)cc1
→ -20 | 1 | -6 | 7[fluorescence artefact?] | -8 | 0.5 | 8 | -2 | 12
(48) CCCNC(=O)c1ccc2c(c1)ncn2-c1ccccc1OC
→ -16 | -2 | 2 | 7[fluorescence artefact?] | -4 | 48 | -1 | 0 | 5
(49) Cc1nnc(SCC(=O)NC2CC2)n1CCc1ccccc1
→ -11 | -1 | -2 | 10 | -6 | 0.8 | 1 | 0 | 4
(50) COc1ccccc1OCC(O)CO (configuration not stated)
→ -9 | -3 | 1 | -10 | -5 | 2.3 | 25 | -2 | -24
(51) O=C(COC(=O)C1CCC1)Nc1ccc(Oc2ccccc2)cc1
→ -5 | -3 | 0 | -2[fluorescence artefact?] | -6 | -1.2 | 15 | 3 | -9
(52) CCCCOc1c(C(=O)Nc2ccccc2)nnn1-c1ccccc1
→ -5 | 1 | -2 | -6 | -3 | 0.2 | 1 | 2 | -13
(53) CC1(C)CC(=O)C2=C(C1)Nc1cc3c(cc1C2c1ccc2c(c1)OCO2)OCO3 (configuration not stated)
→ -8 | -3 | 2 | 0 | 59* | -0.2 | 6 | -16 | -1

Nos. 37 through 41, reprinted for reference:
Values run as follows: Mdm2 ligase inh | Runt-SMMHC FRET | Runt-CBFb FRET | 14-3-3 Bad inh | p47phox inh | zVAD death inh | Hck-Nef inh | Tb hexokinase | EBV gp42 block
(37) O=C(C[n+]1cc(-c2ccc(Cl)cc2)n2c1CCC2)N1c2ccccc2Sc2ccccc21
→ -6 | 0 | 3 | -5 | -39 | 2.5 | 5 | 11 | -4
(38) COC(=O)C(Cc1ccc(O)cc1)NC(=O)C(CC(=O)OC(C)(C)C)NC(=O)OC(C)(C)C (configuration not stated)
→ 18 | 0 | -2 | -3 | -6 | 0.6 | 5 | -8 | -3
(39) O=C(CSc1nc(N2CCCCC2)nc(N2CCCCC2)n1)N1CCc2ccccc21
→ -13 | -1 | 11 | 6 | -6 | -0.5 | -18 | -12 | -10
(40) CC(C)OCC(O)CN1CCN(CC(O)COc2ccc3c(c2)OCO3)CC1 (configuration not stated)
→ -15 | -4 | 1 | -3 | -9 | 0.4 | 15 | 3 | -15
(41) CC1(C)CC(=O)C/C(=N\NC(=O)Cc2ccccc2)C1
→ 0 | 1 | 3 | -2 | -2 | 0.0 | -2 | 3 | -17
